ADAM17 inh: ADAM17 inhibition, QFRET primary screen; 370,000 tested, 0.83% active; recombinant ADAM17, EDANS/DABCYL FRET peptide cleavage; AID 720648; inhibition, % at 6.95 µM; P78536;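 active = inhibition above the mean of compounds lying between control limits plus 3 SD, set per campaign, cut at about 8.5% in these data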;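 note: 0% = DMSO-only wells as the low control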
Target sequence (P78536 215-824 limits assumed): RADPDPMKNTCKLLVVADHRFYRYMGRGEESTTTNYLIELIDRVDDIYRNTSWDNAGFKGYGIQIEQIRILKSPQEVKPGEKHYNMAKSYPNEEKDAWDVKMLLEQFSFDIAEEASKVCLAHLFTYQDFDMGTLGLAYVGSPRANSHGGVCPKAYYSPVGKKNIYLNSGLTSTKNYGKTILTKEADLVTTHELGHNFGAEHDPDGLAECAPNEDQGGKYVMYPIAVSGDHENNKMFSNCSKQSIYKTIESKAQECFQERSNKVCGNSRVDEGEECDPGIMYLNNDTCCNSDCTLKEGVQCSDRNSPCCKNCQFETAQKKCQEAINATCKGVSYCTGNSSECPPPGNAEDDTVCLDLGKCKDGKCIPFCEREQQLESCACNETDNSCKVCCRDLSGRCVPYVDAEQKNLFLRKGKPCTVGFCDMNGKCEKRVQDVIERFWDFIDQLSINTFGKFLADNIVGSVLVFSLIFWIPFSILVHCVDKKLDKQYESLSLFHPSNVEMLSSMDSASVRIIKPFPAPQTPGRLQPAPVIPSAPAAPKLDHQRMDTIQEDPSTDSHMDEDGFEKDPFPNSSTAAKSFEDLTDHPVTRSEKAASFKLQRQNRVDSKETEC
SMARCA2 activ: increases SMARCA2 function in MMTV reporter cells; MG213 cells, MMTV-luciferase reporter, dexamethasone, overnight; activation, % at 9.1 µM; 370,000 tested, 1% active; AID 652017; in the data active = activation above about 7.8%;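 note: 0% = vehicle wells and 100% = reference activator wells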
PLC-gamma1 inh: PLC-gamma1 (human) inhibition, primary screen; 370,000 tested, 0.84% active; AID 720700; purified PLC-gamma1, fluorogenic substrate, fluorescence; inhibition, % at 12.2 µM; in the data active = inhibition above about 9.5%
Rev-erbA mod: modulates human Rev-erb alpha binding to DNA; Rev-erbα–FITC-DNA binding, fluorescence polarization, 90 min; activity, % at 10 µM; 370,000 tested, 0.79% active; AID 1259318;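 active = activity above about 14%, limit read from the data; passing the limit was not always enough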;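 note: 0% = DMSO wells with 35 nM protein and 100% = DMSO wells with 750 nM protein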
hcDAF12 agonist: activates DAF-12 receptor from parasite H. contortus; HEK293 hcDAF-12 lit1-tk-luc reporter, luminescence; 0% DMSO, 100% Δ7-dafachronic acid; activation, % at 6.8 µM; 370,000 tested, 1.4% active;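 active = activation above the mean of all tested compounds plus 3 SD, cut at about 5.5% in these data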;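 note: 100% = response to 3 µM Δ7-dafachronic acid high control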
MBD2 DNA inh: blocks human MBD2 binding to methylated DNA | 370,000 tested, 0.31% active | inhibition, % at 4.4 µM | Q9UBB5 | TR-FRET, MBD2 binding to methylated oligonucleotide; in the data active = inhibition above about 13%
hgDAF12 agonist: activates the H. glycines DAF-12 receptor ligand-binding domain | HEK293 GAL4-hgDAF12 UAS-luciferase reporter, agonist luminescence; normalized to butyrate control | activation, % at 6.8 µM | 370,000 tested, 1.8% active | AID 687014;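 active = activation above a cutoff set at the mean of all screened compounds plus 3 SD, cut at about 10% in these data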;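 note: 0% = DMSO wells and 100% = sodium butyrate wells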
PLC-beta3 inh: inhibitors of human phospholipase C beta3; Purified PLC-beta3, fluorogenic substrate, fluorescence; inhibition, % at 12.2 µM; 370,000 tested, 0.18% active; in the data active = inhibition above about 11%;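 note: 0% = median of compound wells on plate and 100% = full blocker control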
ssDAF12 agonist: S. stercoralis DAF-12 activation, primary screen | HEK293 ssDAF-12/GRIP1 lit1-tk-luc reporter, luminescence; % of 3 µM dafachronic acid response | activation, % at 6.8 µM | 370,000 tested, 1% active;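 active = activation above the mean over all tested compounds plus 3 SD, cut at about 0.9% in these data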;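 note: 0% = DMSO-only wells and 100% = 3 µM delta7-dafachronic acid wells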
DAX1 inh-1: DAX1 (NR0B1) inhibition, primary screen; HEK293T StAR-luciferase reporter, SF-1/DAX-1 repression relief; inhibition, % at 6.8 µM; 370,000 tested, 1.1% active; AID 652010;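 active = inhibition above the mean over all tested compounds plus 3 SD, cut at about 3.6% in these data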;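 note: 0% = DAX-1 cells with DMSO and 100% = cells lacking DAX-1 with DMSO; higher inhibition means more luminescence from relief of DAX-1 repression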
DAX1 inh-2: NR0B1 (DAX1) inhibition | HEK293 Gal4-DAX1 luciferase reporter, luminescence | inhibition, % at 6.75 µM | 340,000 tested, 0.99% active | AID 504766;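 active = inhibition above the mean over all tested compounds plus 3 SD, cut at about 4.2% in these data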;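 note: 0% = DAX1-transfected cells with DMSO and 100% = empty-vector control cells with DMSO; inhibition shows as a rise in luminescence from relieved DAX1 repression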
Target sequence (P51843 207-470 limits assumed): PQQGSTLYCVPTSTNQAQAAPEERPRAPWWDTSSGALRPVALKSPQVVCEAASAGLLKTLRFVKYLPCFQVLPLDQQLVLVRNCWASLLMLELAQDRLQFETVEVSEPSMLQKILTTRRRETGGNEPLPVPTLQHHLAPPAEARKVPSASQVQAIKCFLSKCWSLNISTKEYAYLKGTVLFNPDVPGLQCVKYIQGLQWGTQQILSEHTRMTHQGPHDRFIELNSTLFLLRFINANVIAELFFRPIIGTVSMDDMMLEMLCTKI
Starred values were filed as active, the others as inactive; x = not tested or not shown.

SMILES	ADAM17 inh	SMARCA2 activ	PLC-gamma1 inh	Rev-erbA mod	hcDAF12 agonist	MBD2 DNA inh	hgDAF12 agonist	PLC-beta3 inh	ssDAF12 agonist	DAX1 inh-1	DAX1 inh-2
O=C(OCC(=O)c1ccc(Cl)cc1Cl)c1cnccn1	0.0	-1.3	3.8	-4.4	-0.6	-2.5	-0.3	-0.4	-0.5	0.2	-0.1
COc1ccc(C2C(C(C)=O)=C(O)C(=O)N2c2ccc(F)cc2)cc1 (stereo not given)	0.5	-3.2	-5.1	-0.8	-1.4	-6.4	3.0	-14.2	0.1	-0.4	-0.1
COc1ccc(OCC(=O)Nc2ccc(OC)c(S(=O)(=O)N3CCCCC3)c2)cc1	-3.3	1.8	-0.5	0.8	-2.2	-0.9	-0.5	0.8	-1.6	-1.2	-2.2
O=C(Nc1ccccc1)c1ccc2nc(-c3ccco3)c(-c3ccco3)nc2c1	2.0	3.9	-10.1	-5.3	-0.9	2.1	-1.9	-24.1	-1.7	0.8	-1.5
CC(C)NCc1cccc([N+](=O)[O-])c1	-1.2	-0.1	1.4	-5.2	0.4	0.8	1.8	-0.2	-1.0	0.4	-0.1
O=C(Nc1cccc(-c2cccc(Cl)c2)c1)C1CCN(Cc2nccs2)CC1	3.2	-8.6	-0.8	-3.2	-3.1	-1.4	-0.1	0.5	-1.5	-3.1	-2.5
COC(=O)C1=C[C@@H](C(=O)OC)[C@@H]2C3=C(C(=O)C2(C)C)[C@H](C)n2c(=O)n(-c4ccccc4)c(=O)n2[C@@H]3C1	0.1	2.0	6.3	-8.4	-0.9	1.9	-0.2	2.6	-1.0	0.1	0.1
CN(C)S(=O)(=O)c1ccc(NC(=O)CSc2n[nH]c(=O)n2C2CC2)cc1	-0.9	0.5	-1.5	-3.7	-0.5	1.3	-2.6	5.4	-1.7	-0.2	0.5
CC(C)c1ccccc1OCC(=O)Nc1ccccc1C(=O)N1CCOCC1	-1.7	-0.2	-1.1	-0.2	-1.4	-2.7	-1.4	-3.6	-1.2	-1.5	-0.8
Cc1ccc(NC(=O)c2ccc3ccccc3n2)nc1	-1.2	1.4	0.2	-1.8	16.1*	1.2	16.2*	-2.1	3.5*	3.8*	2.9
CC(=O)Nc1ccc(NC(=O)/C(=C/c2ccco2)NC(=O)c2ccccc2)cc1	-3.8	-0.2	-1.1	3.8	-1.1	6.1	-2.7	-1.5	-1.8	0.4	-0.3
COC(=O)c1ccccc1C(=O)N1CCOCCN(C(=O)c2ccccc2C(=O)OC)CCOCC1	-2.4	-0.5	3.3	3.3	-1.6	-3.9	1.1	5.5	-0.5	0.0	-0.5
COc1ccc([N+](=O)[O-])cc1NC(=O)CCCOc1ccccc1	0.5	-1.8	3.0	-5.0	-2.0	5.4	-4.3	5.3	-1.9	0.2	-1.2
O=C(CN(CC1CCCO1)C(=O)CNS(=O)(=O)c1ccc(F)cc1)NCc1ccccc1 (stereo not given)	0.6	-3.9	-2.0	1.8	-0.7	1.2	-1.1	-2.3	-0.5	0.1	-1.1
COC(=O)c1cccc(-n2sc3ccccc3c2=O)c1	-3.5	5.0	-2.6	-3.5	-0.1	0.3	1.1	0.3	-1.1	0.2	2.0
COc1ccc2cc(C(=O)Nc3ccccc3)sc(=O)c2c1OC	-3.0	2.0	-1.5	2.0	-1.6	-5.5	8.9	-0.9	-0.8	0.3	-0.2
O=C(CCc1nc2ccccc2c(=O)[nH]1)N1CCN(C/C=C/c2ccccc2)CC1	1.8	-6.2	-1.3	2.8	0.6	-0.9	-3.2	-0.8	-1.2	-0.5	-0.5
O=C(NCC1CCCO1)c1csc2c1CCCC2 (stereo not given)	0.0	1.3	4.9	7.8	2.9	1.9	-0.8	4.8	-1.3	0.2	0.0
O=C1Cc2cc(S(=O)(=O)Nc3cccc([N+](=O)[O-])c3)cc3c2N1CCC3	2.5	2.0	-4.8	-2.2	-1.6	1.1	-2.1	-5.0	-1.1	-0.1	-0.5
Cc1cc(Br)c(NC(=O)COC(=O)CSc2nnc(-c3ccc(Cl)cc3)o2)c(Br)c1	-1.6	-2.1	1.3	5.9	0.8	-1.1	-1.0	-1.1	-0.9	0.2	-0.7
CC1C(=O)N(Cc2cn(Cc3ccco3)nn2)CCS(=O)(=O)N1Cc1ccc(-c2ccccc2)cc1 (stereo not given)	2.8	-4.3	-4.9	-0.5	-1.6	1.4	0.6	-3.7	-1.3	0.3	1.3
CNc1ccc(OC(F)F)cc1C(=O)c1ccccc1	0.8	1.3	4.4	3.4	-1.1	-1.1	0.0	6.0	-0.5	-0.2	-0.1
O=C(c1cc(=O)[nH]c2ccccc12)N1CCN(S(=O)(=O)c2ccc3ccccc3c2)CC1	-23.8	-5.9	-20.2	-0.1	-0.2	0.0	-0.6	-30.7	-1.6	-0.6	-1.9
Cn1c(Cc2ccccc2)nnc1SCc1ccc(C(=O)O)cc1	2.1	-0.3	0.9	-1.5	0.0	3.9	-0.8	-7.5	-1.4	-0.6	2.5
CCOc1cccc(OCCOc2ccccc2[N+](=O)[O-])c1	-0.5	5.1	-0.2	-0.1	0.2	0.2	7.8	2.4	-0.9	0.4	0.1
O=C(COC(=O)c1ccccc1Cl)NCc1ccco1	-2.1	-0.7	0.7	-4.9	-1.3	10.0	0.6	-5.6	-0.6	0.5	0.4
COc1ccc(C(C#N)(CCC#N)CCC#N)cc1OC	-3.1	0.8	-4.1	-2.7	0.3	4.2	3.5	-1.7	0.1	-0.5	0.5
Cc1ccc(S(=O)(=O)NCC(=O)N2CCN(S(=O)(=O)c3ccc(Cl)cc3)CC2)cc1C	-5.6	-1.1	1.9	2.7	-0.3	1.8	0.7	1.3	-0.9	0.6	-0.1
Cc1ccc(NC(=O)c2cc(NC(=O)C3CC=CCC3C(=O)O)ccc2N2CCOCC2)cc1Cl (stereo not given)	1.7	1.3	-71.8	4.3	0.6	4.7	-1.1	-87.7	-1.4	-0.1	-1.5
CC(=O)Nc1ccc(NC(=O)[C@@H]2CCCC[C@@H]2C(=O)O)cc1	-7.6	-3.0	6.3	2.4	0.1	6.8	1.0	0.3	-1.1	0.0	-0.9

Record cards (already shown).
Listed for CNc1ccc(OC(F)F)cc1C(=O)c1ccccc1 → ADAM17 inh = 0.8; SMARCA2 activ = 1.3; PLC-gamma1 inh = 4.4; Rev-erbA mod = 3.4; hcDAF12 agonist = -1.1; MBD2 DNA inh = -1.1; hgDAF12 agonist = 0.0; PLC-beta3 inh = 6.0; ssDAF12 agonist = -0.5; DAX1 inh-1 = -0.2; DAX1 inh-2 = -0.1
Listed for CCOc1cccc(OCCOc2ccccc2[N+](=O)[O-])c1 → ADAM17 inh = -0.5; SMARCA2 activ = 5.1; PLC-gamma1 inh = -0.2; Rev-erbA mod = -0.1; hcDAF12 agonist = 0.2; MBD2 DNA inh = 0.2; hgDAF12 agonist = 7.8; PLC-beta3 inh = 2.4; ssDAF12 agonist = -0.9; DAX1 inh-1 = 0.4; DAX1 inh-2 = 0.1

Quoted at random: three compounds from above, in no set order.
SMILES	ADAM17 inh	SMARCA2 activ	PLC-gamma1 inh	Rev-erbA mod	hcDAF12 agonist	MBD2 DNA inh	hgDAF12 agonist	PLC-beta3 inh	ssDAF12 agonist	DAX1 inh-1	DAX1 inh-2
CC(C)NCc1cccc([N+](=O)[O-])c1	-1.2	-0.1	1.4	-5.2	0.4	0.8	1.8	-0.2	-1.0	0.4	-0.1
COc1ccc2cc(C(=O)Nc3ccccc3)sc(=O)c2c1OC	-3.0	2.0	-1.5	2.0	-1.6	-5.5	8.9	-0.9	-0.8	0.3	-0.2
COC(=O)c1cccc(-n2sc3ccccc3c2=O)c1	-3.5	5.0	-2.6	-3.5	-0.1	0.3	1.1	0.3	-1.1	0.2	2.0

(continued)
SMILES	ADAM17 inh	SMARCA2 activ	PLC-gamma1 inh	Rev-erbA mod	hcDAF12 agonist	MBD2 DNA inh	hgDAF12 agonist	PLC-beta3 inh	ssDAF12 agonist	DAX1 inh-1	DAX1 inh-2
CC(C)c1ccc(NC(=O)CSc2nc3ncccc3[nH]2)cc1	2.4	-1.7	0.9	-0.6	0.6	-6.3	-1.4	-0.1	0.4	-0.8	-0.3
COC(C[C@H]1O[C@H]1C(=O)COCc1ccccc1)OC	7.9	-0.4	4.3	3.6	-1.8	1.5	2.3	9.2	-0.5	1.4	-0.1
Cc1cc(C)cc(N=c2c([N+](=O)[O-])nn(-c3ccc4c(c3)OCCO4)n2O)c1	0.3	-6.3	-0.7	9.8	-2.9	-1.8	-4.4	-7.5	-1.4	-0.9	-0.1
COc1ccc(/C=C/C(=O)OCc2cc(=O)n3c(n2)sc2ccccc23)cc1	-3.0	-0.8	-4.5	4.6	0.0	3.1	-1.4	-5.1	-1.3	0.2	1.5
COc1ccc(C)cc1NC(=O)CSc1nc(SC)ns1	-1.4	0.4	-1.4	0.8	2.2	4.9	-0.2	-1.6	-0.9	-1.1	0.6
COc1ccc(CC(=O)c2ccc(OC)c(OC)c2)cc1	-0.8	-0.1	2.8	4.4	-2.8	-6.2	3.0	0.5	-1.2	0.8	0.2
COC(=O)[C@H]1C[C@@]2(c3ccccc3)c3ccccc3N(S(=O)(=O)c3ccccc3)[C@H]2N1	-0.7	0.3	5.2	-3.1	-1.6	-1.2	8.6	3.7	-1.2	-1.2	x
Cc1ccc(OCC(=O)c2cc(C)n(C3CC3)c2C)c([N+](=O)[O-])n1	-3.8	0.5	-1.7	-12.1	0.8	-3.5	0.1	-1.8	-1.8	0.7	0.7
CCOc1ccccc1NC(=O)c1ccccc1NC(=O)c1ccco1	3.3	-1.2	1.1	2.0	3.2	-4.5	1.2	0.9	-1.3	-0.4	2.6
Cc1cc(OCC(=O)NCCN2CCOCC2)cc(C)c1Cl	-1.1	0.7	0.0	-0.7	2.0	-0.4	0.5	-0.2	-1.0	-0.4	-0.5
Cc1[nH]c(=O)[nH]c(=O)c1S(=O)(=O)Nc1cccc(C(F)(F)F)c1	-0.4	0.7	-1.8	-7.3	-1.9	-2.0	-0.2	-4.6	-1.9	0.3	0.1
COCc1cc(=O)[nH]c(SCC(=O)Nc2ccccc2)n1	-2.3	-4.0	-3.9	1.8	-0.6	-3.4	3.2	-2.7	-1.1	0.4	1.1
N#Cc1c(-c2cccs2)cc(C2CC2)nc1SCC(N)=O	-3.8	0.2	-0.8	52.0*	-2.0	6.0	-3.1	-4.7	-1.2	-1.4	0.3
O=C(c1ccc(S(=O)(=O)N2CCOCC2)cc1)N(c1ccccn1)C1CCCCC1	-1.1	-1.9	1.6	4.6	-1.9	0.7	0.2	-3.8	-1.0	-0.6	-0.3
Cc1nc(Nc2ccncc2)c2oc3ccccc3c2n1	-69.1	10.2*	-17.7	-2.5	0.0	12.2	3.8	-26.9	-1.2	-0.5	-0.2
COc1ccccc1CCn1cc(C#N)c(=O)[nH]c1=O	-2.1	-4.7	2.2	-3.5	-1.9	-2.3	1.7	1.6	-1.8	0.1	x
COc1ccc(/C=N/N2CCN(c3ccncc3S(=O)(=O)N3CCCCC3)CC2)cc1	3.2	1.6	1.0	0.0	-1.1	-1.3	-0.4	2.2	-0.8	1.0	0.0
O=C(O)[C@@H]1CCCC[C@@H]1C(=O)N1CCc2ccccc2C1CN1C(=O)c2ccccc2C1=O (stereo not given in full)	-1.8	-4.1	-5.6	-3.3	0.4	4.5	-4.6	-3.0	-0.8	-1.9	-1.4

Random draw from the library; about 7.4% have a hit in one of these screens.
